EPAC1 antagonist – qHTS for Antagonist of cAMP-regulated guanine nucleotide exchange factor 3 (EPAC1): primary screen; 360,000 tested, 0.14% active; EPAC1 GEF assay, Rap1b-BODIPY-GDP exchange fluorescence; Rap guanine nucleotide exchange factor 3 (Homo sapiens), O95398; Potency, µM (doses to about 115 µM), inactives show at the highest dose activity change, negative = inhibition, hits mostly inhibitors;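 further: potency means the concentration at half of the fitted maximal effect; plate controls were vehicle for no effect and positive control for full effect; nearly all actives have a fitted effect of over 50% in size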
EPAC2 agonist – qHTS for Agonist of cAMP-regulated guanine nucleotide exchange factor 4 (EPAC2): primary screen. EPAC2 activation, biochemical qHTS; response scale: 100% = 6.5 mM cAMP response. Potency, µM (highest dose often 154 µM), for the others: top-dose activation, usual class: activators. 360,000 tested, 0.079% active; further: potency means the concentration at half of the fitted maximal effect; nearly all actives have a fitted effect of over 50% in size
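EPAC2 (100 nM) mixed with Rap1B loaded with BODIPY-GDP (250 nM) plus 50 uM unlabeled GDP; compounds pinned in, 5 min RT, then read every 5 min for 30 min (ex 480, em 540 nm). Normalized to cAMP control.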
PI5P4K alpha inh – qHTS for Inhibitors of phosphatidylinositol 5-phosphate 4-kinase (PI5P4K) | Phosphatidylinositol 5-phosphate 4-kinase type-2 alpha (Homo sapiens), P48426 | PI5P4Kalpha enzyme, ADP-Glo luminescence, 60 min; stronger effect = lower value | max response, % | 330,000 tested, 1.2% active | AID 652105, 2013; active means max response of -50% or lower; inconclusive means between -30% and -50%; inactive means -30% or higher; further: value at the top dose of about 77 µM; on the % scale 0 is the no-effect control and ±100 the full control effect
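qHTS, 1536-well: enzyme/substrate mix, compound by pin tool, 5 microM ATP final; RT 60 min; ADP-Glo reagents 1 (45 min) then 2 (30 min); luminescence.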
IL2 activator – qHTS of IL-2 Activators | IL-2 activation reporter assay, cell-based qHTS; stimulated with anti-CD3/CD4/CD28 beads; in transgenic mouse T cells | activation, % (series mostly up to about 46 µM) | 360,000 tested, 0.065% active | AID 652025, 2013; in the data active means activation above about 50%; inconclusive means mostly about 30% to 49%; further: 0% is about no effect
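Readout: EGFP and DsRed signals by fluorescent plate cytometry. Unstimulated transgenic mouse T cells received compound 60 min before antibody-bead stimulation, then incubated 18 h at 37 degrees C.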
CCT modulator – High-Throughput Screening for Modulators of Cytosolic Chaperonin Activity; activity change, % (no concentration beside the values), hits read low; 360,000 tested, 0.3% active; purified chaperonin ATPase assay, HTRF ADP detection, 30 min; AID 651819, 2012; in the data active means activity change below about -30%; further: on the % scale 0 is the no-effect control and ±100 the full control effect
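Nucleotide hydrolysis assay: TRiC at 20–40 nM final (set by batch activity) with 10 uM ATP, 30 min at 37 °C, in presence of 76 uM compound. Detection by competitive ADP HTRF, 30 min ambient.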
PLK1 PBD block – qHTS for Inhibitors of PLK1-PDB (polo-like kinase 1 - polo-box domain): Primary Screen; 360,000 tested, 2.8% active; Plk1 PBD binding of FITC phosphopeptide, fluorescence polarization; Potency, µM, for the others: max response, negative = inhibition, actives largely listed as inhibitors; Serine/threonine-protein kinase PLK1 (Homo sapiens), P53350; further: potency means the concentration at half of the fitted maximal effect; series mostly up to about 57 µM; on the % scale 0 is the no-effect control and ±100 the full control effect; nearly all actives have a fitted effect of over 65% in size
EPAC1 agonist – qHTS for Agonist of cAMP-regulated guanine nucleotide exchange factor 3 (EPAC1): primary screen | Rap guanine nucleotide exchange factor 3 (Homo sapiens), O95398 | 360,000 tested, 0.073% active | Potency, µM (doses to about 154 µM), for the others: top-dose activation, usual class: activators | EPAC1 agonist qHTS, biochemical assay; response scale: 100% = response to 6.5 mM cAMP; further: potency means the concentration at half of the fitted maximal effect; nearly all actives have a fitted effect of over 60% in size
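Fluorescent GDP-exchange assay: 100 nM EPAC1 with 250 nM Rap1B preloaded with BODIPY-GDP and 50 uM GDP; compounds tested as concentration series, 5 min at room temperature, then read every 5 min for 30 min (ex 480/em 540 nm); normalized to 6.5 mM cAMP.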
WRN inhibitor – qHTS for Inhibitors of WRN Helicase | Potency, µM (highest dose often 114 µM), for the others: top-dose activity change, negative = inhibition, usual class: inhibitors | 360,000 tested, 0.46% active | WRN helicase unwinding, fluorescent forked duplex, kinetic | Bifunctional 3'-5' exonuclease/ATP-dependent helicase WRN (Homo sapiens), Q14191; further: potency means the concentration at half of the fitted maximal effect; on the % scale 0 is the no-effect control and ±100 the full control effect; nearly all actives have a fitted effect of over 55% in size
Target sequence (Q14191 whole entry, looked up): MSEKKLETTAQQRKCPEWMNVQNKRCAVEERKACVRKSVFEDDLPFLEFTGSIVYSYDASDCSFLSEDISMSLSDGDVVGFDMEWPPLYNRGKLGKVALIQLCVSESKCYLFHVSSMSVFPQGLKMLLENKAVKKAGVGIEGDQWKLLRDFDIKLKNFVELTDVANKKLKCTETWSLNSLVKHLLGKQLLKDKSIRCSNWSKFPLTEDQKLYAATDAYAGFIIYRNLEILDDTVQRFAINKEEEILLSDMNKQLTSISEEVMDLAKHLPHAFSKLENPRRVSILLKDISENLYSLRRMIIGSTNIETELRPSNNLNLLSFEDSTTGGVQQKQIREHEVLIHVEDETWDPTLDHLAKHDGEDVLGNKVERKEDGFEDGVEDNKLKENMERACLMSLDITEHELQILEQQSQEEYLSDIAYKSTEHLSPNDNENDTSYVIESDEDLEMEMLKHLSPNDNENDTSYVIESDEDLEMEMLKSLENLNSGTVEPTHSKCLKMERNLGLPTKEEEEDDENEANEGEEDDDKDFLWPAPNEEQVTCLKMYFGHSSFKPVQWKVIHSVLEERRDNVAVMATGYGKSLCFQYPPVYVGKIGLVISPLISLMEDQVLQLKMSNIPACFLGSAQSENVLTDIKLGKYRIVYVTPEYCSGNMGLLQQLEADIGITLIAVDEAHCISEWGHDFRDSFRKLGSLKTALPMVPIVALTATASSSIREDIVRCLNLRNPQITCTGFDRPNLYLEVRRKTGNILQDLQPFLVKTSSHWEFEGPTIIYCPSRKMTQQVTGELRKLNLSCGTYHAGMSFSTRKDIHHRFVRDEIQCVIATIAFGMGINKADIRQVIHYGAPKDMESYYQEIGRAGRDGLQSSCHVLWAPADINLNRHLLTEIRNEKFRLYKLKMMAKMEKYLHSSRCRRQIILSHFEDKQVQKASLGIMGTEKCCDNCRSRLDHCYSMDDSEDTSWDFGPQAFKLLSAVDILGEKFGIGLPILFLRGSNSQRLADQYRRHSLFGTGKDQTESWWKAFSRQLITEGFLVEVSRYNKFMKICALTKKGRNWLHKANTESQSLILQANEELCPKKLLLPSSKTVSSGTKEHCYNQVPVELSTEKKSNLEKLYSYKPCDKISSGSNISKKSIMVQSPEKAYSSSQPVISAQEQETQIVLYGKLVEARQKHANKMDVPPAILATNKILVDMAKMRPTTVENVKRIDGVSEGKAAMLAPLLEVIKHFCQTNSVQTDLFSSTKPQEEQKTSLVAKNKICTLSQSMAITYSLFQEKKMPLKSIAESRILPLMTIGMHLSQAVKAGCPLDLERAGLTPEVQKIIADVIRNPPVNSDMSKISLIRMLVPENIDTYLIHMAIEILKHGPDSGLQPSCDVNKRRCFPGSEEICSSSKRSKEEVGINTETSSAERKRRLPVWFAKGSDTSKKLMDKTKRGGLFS
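Kinetic red-fluorescence monitoring (525/598 nm) tracks WRN helicase activity after 100 nM fluorophore-quencher forked duplex and 2 mM ATP are added to 20 nM enzyme pretreated 15 min at room temperature with compound.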
An asterisk follows results filed as active; ? = inconclusive; · = no result given; [ ] = dose if it differs, or a comment. Unless noted, the call rests on the fitted dose curve; in most records, active means well fitted curve in the direction sought with a large enough effect; inconclusive means small, poorly fitted or top-dose-only effect, or another doubt; inactive means no such curve, though single readings can be large; an effect the other way counts as inactive or inconclusive.

1	CCC(C)NC(=O)c1ccccc1NC(=O)CN1C(=O)c2ccccc2S1(=O)=O (stereo unspecified)
2	CSCC[C@H](NC(=O)c1ccc(Cl)c([N+](=O)[O-])c1)c1nc2ccccc2[nH]1
3	COC(=O)CCC(NC(=O)c1cc(C)oc1C)C(=O)OC (stereo unspecified)
4	COc1cccc(CN(C)C(=O)c2ccc(S(=O)(=O)Nc3cccc(C)c3C)cc2)c1OC
5	CC(C)(C)[C@H]1C=C(C(=O)NC2CC2)O[C@@H](OCc2ccc(CO)cc2)C1
6	CC1CCN(CCOc2ccc(Cl)c(Cl)c2)CC1
Compound,1,2,3,4,5,6
EPAC1 antagonist,?,-6%,-5%,-3%,-1%,-15%
EPAC2 agonist,13%,24%,6%,14%,-7%,4%
PI5P4K alpha inh,0,-6,9,1,6,5
IL2 activator,-2.0,-6.1,0.2,-4.3,0.2,0.9
CCT modulator,-2.1,-1.4,-2.3,-5.5,1.4,-0.4
PLK1 PBD block,-2%,-15%,-7%,0%,9%,-9%
EPAC1 agonist,0%,9%,3%,-10%,-6%,-1%
WRN inhibitor,-7%,-30%,-1%,-1%,8%,-4%

7	COc1cc(Cl)cc(C#N)c1OCC(=O)O
8	CC(=O)c1ccc(NC(=O)[C@@H]2CCCN2C(=O)OC(C)(C)C)cc1
9	Cc1ccc(C(O)(COC(=O)C(C)C)COC(=O)C(C)C)c(O)c1
10	COc1ccc(S(=O)(=O)Nc2ccc(F)cc2)cc1N(C)S(=O)(=O)c1ccc(Cl)cc1
11	CCOCCC(=O)Nc1ncc(S(=O)(=O)c2ccc([N+](=O)[O-])cc2)s1
12	CCc1ccccc1NC(=O)CCc1c(C)nc(SC)nc1C
Compound,7,8,9,10,11,12
EPAC1 antagonist,5%,9%,-12%,-10%,0%,-21%
EPAC2 agonist,11%,-8%,2%,2%,7%,3%
PI5P4K alpha inh,·,3,8,·,-2,-1
IL2 activator,2.0,-0.7,-2.4,-1.8,-0.8,-0.3
CCT modulator,0.3,0.4,0.8,2.1,0.3,0.3
PLK1 PBD block,-5%,-10%,-10%,-4%,-18%,-12%
EPAC1 agonist,-2%,-6%,-7%,20%,8%,-1%
WRN inhibitor,-1%,1%,-11%,-27%,-2%,-2%

13	O=C(NC(=S)N1CCc2ccccc21)c1ccc(Br)o1
14	CCOC(=O)[C@]12CCC=C1N(Cc1ccc(Cl)cc1Cl)C(=O)[C@H](CC(=O)NCc1cccs1)C2
15	O=C(CN1c2ccccc2Sc2ccccc21)NNC(=S)Nc1ccc(Cl)cc1
16	COC(=O)c1ccc(N2C(=O)CC(N3CCOCC3)C2=O)cc1 (stereo unspecified)
17	CC1CCCN(CCCOc2ccc(Br)cc2Cl)C1 (stereo unspecified)
18	COc1ccc(NC(=O)c2oc3ccccc3c2NC(=O)c2ccco2)c(OC)c1
Compound,13,14,15,16,17,18
EPAC1 antagonist,-12%,-5%,4%,-9%,8%,9%
EPAC2 agonist,-5%,6%,9%,?,4%,-1%
PI5P4K alpha inh,-19,10,-15,4,7,·
IL2 activator,-4.7,1.3,3.7,-0.8,-0.5,-2.3
CCT modulator,-0.2,-1.6,-1.7,1.6,-2.9,-1.0
PLK1 PBD block,-23%,-18%,-13%,1%,-7%,2%
EPAC1 agonist,-7%,0%,3%,9%,-1%,1%
WRN inhibitor,-2%,-5%,-32%,-3%,-6%,0%

19	Cc1cc(S(=O)(=O)NCCCN2CCOCC2)c(Cl)cc1Cl
20	O=C(CSc1nccc(=O)[nH]1)NC1CCCCCCC1
21	COc1ccc(-c2c(C#N)c(N)nc3sc(C(=O)c4ccccc4)c(N)c23)cc1
22	O=C(CSc1cc(Cl)ccc1Cl)NC1CCCc2ccccc21 (stereo unspecified)
23	Cc1ccc(S(=O)(=O)CCN2CCN(c3ccccn3)CC2)cc1
24	O=C(CCS(=O)(=O)c1ccc2c(c1)NC(=O)CS2)NCCc1ccc(Cl)cc1
Compound,19,20,21,22,23,24
EPAC1 antagonist,7%,3%,-14%,-21%,18%,2%
EPAC2 agonist,-4%,5%,8%,0%,5%,2%
PI5P4K alpha inh,0,1,-25,8,2,-60*
IL2 activator,0.7,-0.5,-0.1,-2.9,4.6,-2.8
CCT modulator,1.4,-1.1,-0.6,-0.8,-0.3,-1.4
PLK1 PBD block,-4%,8%,-19%,-6%,3%,17µM*
EPAC1 agonist,3%,1%,0%,-1%,-2%,10%
WRN inhibitor,12%,0%,0%,-4%,-23%,-3%

Three entries out of the list, ordered by number of heavy atoms, high to low.
21	COc1ccc(-c2c(C#N)c(N)nc3sc(C(=O)c4ccccc4)c(N)c23)cc1
24	O=C(CCS(=O)(=O)c1ccc2c(c1)NC(=O)CS2)NCCc1ccc(Cl)cc1
20	O=C(CSc1nccc(=O)[nH]1)NC1CCCCCCC1
Compound,21,24,20
EPAC1 antagonist,-14%,2%,3%
EPAC2 agonist,8%,2%,5%
PI5P4K alpha inh,-25,-60*,1
IL2 activator,-0.1,-2.8,-0.5
CCT modulator,-0.6,-1.4,-1.1
PLK1 PBD block,-19%,17µM*,8%
EPAC1 agonist,0%,10%,1%
WRN inhibitor,0%,-3%,0%

Next part:
25	CCc1nc2nc(C)c(NS(=O)(=O)c3ccc4c(c3)CCCC4)c(=O)n2[nH]1
26	CCCOc1cccc(C(=O)NC(=S)Nc2ccccc2)c1
27	Cc1ccc(-n2cnc3cc(NCc4cccs4)ccc32)cc1
28	Cc1sc(NC(=O)CSc2nc(O)cc(=O)[nH]2)nc1-c1ccccc1
29	CC1(C(=O)NS(=O)(=O)c2ccc(Cl)s2)CCN1C(=O)C1(c2ccc(Cl)cc2)CCC1 (stereo unspecified)
30	COc1ccc(CCNC(=O)CSc2nc(N)c3c(C)c(C)oc3n2)cc1OC
Compound,25,26,27,28,29,30
EPAC1 antagonist,-23%,-19%,-10%,-16%,?,0%
EPAC2 agonist,11%,0%,28%,5%,2%,-3%
PI5P4K alpha inh,0,15,·,-18,?,-4
IL2 activator,-0.4,-0.1,-1.6,-0.6,0.0,0.2
CCT modulator,1.2,1.6,-1.0,-0.7,-4.2,1.4
PLK1 PBD block,-6%,4%,-10%,-17%,-10%,-2%
EPAC1 agonist,6%,3%,25%,-4%,-3%,-3%
WRN inhibitor,-2%[57.1 µM],-10%,-1%,?,-5%,2%

31	COc1cc(Cl)c(C)cc1NC(=O)c1ccc2c(c1)OCO2
32	COc1cc(/C=C(/NC(=O)c2ccccc2)C(=O)N2CCOCC2)c([N+](=O)[O-])cc1OC
33	CC(=O)c1c(C)nc(-c2ccc(OCC(=O)Nc3ccc(F)cc3)cc2)n1O
34	Cc1ccccc1CN1C(=O)c2ccccc2C1c1nnnn1-c1ccc2c(c1)OCCO2 (stereo unspecified)
35	CN(C)CCNC(=O)c1cccc(-c2cccc3nncn23)c1
36	O=C(COc1ccc(Cl)cc1Cl)NC(=O)N1CCOCC1
Compound,31,32,33,34,35,36
EPAC1 antagonist,13%,-22%,2%,14%,4%,3%
EPAC2 agonist,1%,5%,10%,9%,12%,4%
PI5P4K alpha inh,3,-10,-4,-5,5,0
IL2 activator,0.4,3.2,0.4,-0.6,2.8,1.6
CCT modulator,0.0,-2.9,-0.2,0.9,-19,0.6
PLK1 PBD block,5%,-5%,-6%,4%,-12%,0%
EPAC1 agonist,5%,7%,14%,8%,6%,5%
WRN inhibitor,3%,-21%,0%,0%,2%,-2%

37	COc1cc(S(=O)(=O)NCCOC23CC4CC(CC(C4)C2)C3)c(OC)cc1Cl
38	COc1ccc(S(=O)(=O)NC(=O)C2(C)CCN2C(=O)CC2CC2)cc1 (stereo unspecified)
39	Oc1ccc(C2=CSC3=NCCN23)cc1O
40	Cc1cccc(-n2c(SCC(=O)N3CC(=O)Nc4ccccc43)nc3ccccc3c2=O)c1
41	COc1ccc(S(=O)(=O)N(C(C)=O)c2ccc3oc(=O)sc3c2)cc1
42	Cc1ccc(S(=O)(=O)N2CCC(C)CC2)cc1C(=O)NCc1ccccn1
Compound,37,38,39,40,41,42
EPAC1 antagonist,-11%,-3%,1%,-4%,3%,-21%
EPAC2 agonist,6%,2%,3%,10%,2%,0%
PI5P4K alpha inh,4,-2,0,-19,-24,8
IL2 activator,-3.5,0.7,0.4,0.5,-1.7,-0.8
CCT modulator,1.0,1.0,0.0,-3.7,-3.1,0.9
PLK1 PBD block,-6%,0%,-10%,3%,-27%,-3%
EPAC1 agonist,2%,-4%,-1%,10%,3%,-14%
WRN inhibitor,2%[11.6 µM],-1%[57.1 µM],-6%,0%,-16%,-4%

43	O=C(COC(=O)c1ccccc1OCc1ccc(Cl)cc1)NC1CC1
44	O=S(=O)(NCc1nnc2ccccn12)c1ccc(F)cc1
45	CCC1(CC)C(=O)N(C)C(=O)NC1=Nc1ccc(OC)cc1
46	COc1cccc(CNCCNC(=O)c2ccco2)c1OC
Compound,43,44,45,46
EPAC1 antagonist,7%,-16%,-14%,0%
EPAC2 agonist,-4%,-2%,2%,-22%
PI5P4K alpha inh,10,2,2,-8
IL2 activator,-0.5,0.1,-0.7,-1.6
CCT modulator,1.3,0.3,1.3,-3.1
PLK1 PBD block,1%,-13%,-1%,19µM*
EPAC1 agonist,-1%,-39%,-3%,1%
WRN inhibitor,-4%,-18%,-4%,4%

Profiles, looked up by structure.
`O=S(=O)(NCc1nnc2ccccn12)c1ccc(F)cc1` in the list: EPAC1 antagonist = -16%; EPAC2 agonist = -2%; PI5P4K alpha inh = 2; IL2 activator = 0.1; CCT modulator = 0.3; PLK1 PBD block = -13%; EPAC1 agonist = -39%; WRN inhibitor = -18%
`COc1cccc(CNCCNC(=O)c2ccco2)c1OC` in the list: EPAC1 antagonist = 0%; EPAC2 agonist = -22%; PI5P4K alpha inh = -8; IL2 activator = -1.6; CCT modulator = -3.1; PLK1 PBD block = 19µM*; EPAC1 agonist = 1%; WRN inhibitor = 4%

The list is partial; rates above refer to the full screens.
